# Assay outcomes deposited in PubChem by several laboratories.
# Yp Topo-I inh – Y. pestis Topo-I inhibition via cleavage products; Y. pestis Topo-I cleavage product accumulation, plate reader; activity, % at 10 µM; hit rate 0.064% among 360,000; AID 504884; in the data active means activity above about 50%, passing the limit was not always enough; inconclusive means no clear call, values can overlap the other calls; further: inactives centre near 2
# Rv3671c protease – inhibits the M. tuberculosis serine protease Rv3671c. inhibition, % at 5.96 µM. hit rate 0.048% among 320,000. AID 2606; in the data active means inhibition above about 38%;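 further: extracellular domain of Rv3671c used as enzyme; 0% = enzyme with DMSO and 100% = no enzyme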
# TcdB inh – inhibitors of Clostridioides difficile toxin B glycohydrolase | TcdB glycohydrolase enzymatic assay, plate reader | hit rate 0.24% among 350,000 | inhibition, % at 9.99 µM | P18177; in the data active means inhibition above about 10%
# MazEF act – MazEF (E. coli) toxin RNase activation; P0AE70; FAM/BHQ RNA-DNA oligo cleavage fluorescence, 5 h; activation, % at 20 µM; hit rate 0.32% among 350,000; AID 504720; in the data active means activation above about 50%
# Target sequence (P0AE70 whole entry, looked up): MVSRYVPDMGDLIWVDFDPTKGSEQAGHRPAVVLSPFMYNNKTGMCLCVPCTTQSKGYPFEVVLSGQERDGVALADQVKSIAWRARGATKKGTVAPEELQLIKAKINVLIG
# PfHsp40 rescue – compounds rescuing yeast from Plasmodium falciparum HSP40 toxicity | growth rescue, % at 12.5 µM | S. cerevisiae expressing PfHsp40, growth rescue, ATP luminescence | hit rate 0.68% among 340,000 | AID 504582; in the data active means growth rescue above about 28%, passing the limit was not always enough; inconclusive means no clear call, values can overlap the other calls;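 further: yeast W303a lacking pdr1 and pdr3 grown in galactose medium; growth measured after three days at 30 °C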
# Anthrax LF inh2 – inhibitors of Bacillus anthracis lethal factor protease; AID 588501; P15917; inhibition, % at 10 µM; hit rate 0.12% among 360,000; multiplex microsphere protease cleavage assay, LF; in the data active means inhibition above about 30%; inconclusive means no clear call, values can overlap the other calls; further: plate controls were buffer without enzyme for full effect and enzyme alone for no effect
# Target sequence (P15917 whole entry, looked up): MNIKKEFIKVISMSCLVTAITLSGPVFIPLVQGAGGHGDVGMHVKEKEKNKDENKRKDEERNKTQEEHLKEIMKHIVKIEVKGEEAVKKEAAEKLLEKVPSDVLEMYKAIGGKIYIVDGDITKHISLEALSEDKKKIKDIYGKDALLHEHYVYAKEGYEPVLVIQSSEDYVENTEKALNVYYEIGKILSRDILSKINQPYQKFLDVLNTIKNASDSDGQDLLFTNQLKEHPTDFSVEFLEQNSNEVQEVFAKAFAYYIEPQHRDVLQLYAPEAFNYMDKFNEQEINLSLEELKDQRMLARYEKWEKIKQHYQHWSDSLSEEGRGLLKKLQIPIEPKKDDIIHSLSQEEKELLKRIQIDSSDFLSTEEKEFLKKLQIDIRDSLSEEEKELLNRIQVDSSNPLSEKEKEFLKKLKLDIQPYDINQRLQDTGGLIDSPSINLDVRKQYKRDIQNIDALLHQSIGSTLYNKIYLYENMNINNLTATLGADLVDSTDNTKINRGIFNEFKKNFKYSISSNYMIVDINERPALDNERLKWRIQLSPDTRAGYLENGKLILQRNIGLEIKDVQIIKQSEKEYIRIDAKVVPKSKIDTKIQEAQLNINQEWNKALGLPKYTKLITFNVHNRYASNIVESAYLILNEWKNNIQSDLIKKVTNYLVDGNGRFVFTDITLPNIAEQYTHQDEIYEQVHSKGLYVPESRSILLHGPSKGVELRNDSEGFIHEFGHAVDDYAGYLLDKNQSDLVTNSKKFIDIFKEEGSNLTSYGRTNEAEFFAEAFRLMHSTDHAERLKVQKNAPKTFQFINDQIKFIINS
# PriA SSB inh – inhibitors of Klebsiella pneumoniae PriA binding to SSB C-terminal tail. AID 1272365. hit rate 0.6% among 430,000. AlphaScreen SSBct-PriA binding, biotinylated peptide. inhibition, % at 33 µM; in the data active means inhibition mostly above about 37%, no sharp cut-off; inactive means mostly below about 20%;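 further: plate controls were negative control peptide for no effect and reference peptide for full effect; strong numbers were not always called active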
# BH1578 lux ind – induces V. cholerae light production without autoinducers; V. cholerae BH1578 lux reporter, luminescence, 6 h; activation, % at 18.7 µM; hit rate 0.16% among 350,000; in the data active means activation mostly above about 9.7%, no sharp cut-off; inconclusive means no clear call, values can overlap the other calls; inactive means mostly below about 3.7%; further: not every result past the cut was called active; inactives centre near 0; reference of the scale not given here
# VHR inh abs – blocks human VHR1 dual specificity phosphatase; P51452; recombinant VHR phosphatase, pNPP absorbance; inhibition, % at 13.3 µM; hit rate 0.52% among 290,000; AID 1654; in the data active means inhibition above about 50%; further: some compounds called inactive have numbers as strong as hits
# Target sequence (P51452 whole entry, looked up): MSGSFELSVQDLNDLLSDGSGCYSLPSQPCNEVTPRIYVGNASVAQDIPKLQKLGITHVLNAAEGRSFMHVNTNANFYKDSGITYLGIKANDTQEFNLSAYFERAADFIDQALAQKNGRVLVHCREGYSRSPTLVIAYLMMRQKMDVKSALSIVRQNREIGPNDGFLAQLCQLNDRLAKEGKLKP
# SARS 3CLpro inh – SARS-CoV 3CLpro protease inhibition. AID 1706. inhibition, % at 6 µM. recombinant SARS-CoV 3CLpro, quenched FRET peptide cleavage. hit rate 0.14% among 290,000. P0C6X7; in the data active means inhibition above about 12%
# Active calls of the source: *; i = inactive; ? = inconclusive; · = not tested or not shown; + = active, no number. Only part of the results is shown; the hit share may differ from the screen's.
SMILES,Yp Topo-I inh,Rv3671c protease,TcdB inh,MazEF act,PfHsp40 rescue,Anthrax LF inh2,PriA SSB inh,BH1578 lux ind,VHR inh abs,SARS 3CLpro inh
CC1CCN(S(=O)(=O)c2ccc3c(c2)oc(=O)n3CC(=O)NCc2ccc3c(c2)OCO3)CC1,28,-11,-0.2,6,-0.9,-4,-12,-0.1,34,2
CCOC(=O)N1CCN(C(=O)c2ccc3c(=O)n4c(nc3c2)CCCCC4)CC1,·,-1,·,5,·,·,1,·,5,0
Cc1ccc(OCCC(=O)Nc2ccc(S(=O)(=O)N3CCCC3)cc2)cc1,26,-24,1.9,-4,2.6,-2,-7,-1.9,·,·
COc1ccc(-c2nc(C)c(C(C)=O)n2O)cc1,8,-3,·,1,-2.3,0,-4,i,23,-2
CCc1ccccc1NC(=O)CNC(=O)c1cn(Cc2ccccc2)nc1-c1cccnc1,20,-1,-11,-6,-0.6,-1,-5,-1.2,·,·
COc1ccc(S(=O)(=O)N2CCC(C(=O)N[C@@H](C)C(=O)NCc3ccco3)CC2)cc1,-1,·,0.8,4,·,-3,·,-0.3,·,·
COC(=O)c1cc(NC(=O)Nc2cc(OC)ccc2OC)cc(C(=O)OC)c1,-25,-4,·,5,0.8,-2,-10,i,23,0
CCN(CC)S(=O)(=O)c1cc(C(=O)Nc2cc(C)on2)c(Cl)cc1Cl,4,-3,0.0,7,1.7,-4,-3,-0.2,-10,-1
CN(C(=O)c1ccc(Cl)c(S(=O)(=O)N2CCOCC2)c1)c1ccccc1C(=O)O,-1,4,-0.2,1,-0.5,8,-10,-1.6,15,0
CSCC[C@H](NC(=O)C(C)Oc1ccc(Cl)cc1)c1nc2ccccc2[nH]1 (stereo partly drawn),-1,-2,·,1,0.1,-2,-9,-0.5,-8,-3
CCOC(=O)Nc1cc(C(=O)OC)ccc1C,2,-3,·,2,-0.9,?,-8,-0.3,3,-2
O=C(NNC(=S)Nc1cccc(C(F)(F)F)c1)c1cccc(Cl)c1,-4,13,-0.2,-3,22,0,3,-0.3,-13,11
O=C(O)c1ccccc1NC(=O)c1cc2ccccc2oc1=O,1,·,-0.5,-21,-1.1,-1,-16,-2.3,4,1
c1cnc(NCCSSCCNc2ncccn2)nc1,1,·,0.7,4,·,-12,·,i,·,·
COc1cccc(CNCC2CCCO2)c1 (stereo not drawn),1,10,0.2,4,-1.4,-2,2,-0.8,-4,2
Cc1ccc(C(=O)CSc2nnc(-c3cccs3)n2C)o1,4,-8,1.0,7,1.2,-10,-9,-0.3,29,-4
O=C(COc1ccc([N+](=O)[O-])cc1)Nc1ccc2[nH]c(=O)[nH]c2c1,0,-4,2.7,-7,0.2,·,7,-0.1,·,·
CCOC(=O)N/N=C1\CC(C)CC(C)(C)C1 (stereo not drawn),0,11,0.2,10,-0.8,-4,·,-0.7,-7,0
COC(=O)[C@@H]1C[C@@]2(O)[C@@H](O)[C@@H](O)[C@@H](O)C[C@H]2N1Cc1ccc(C)s1,5,-3,1.0,2,-0.4,4,-11,-0.5,4,·
COCCNC(=O)C1CCCN(Cc2cccc(C(F)(F)F)c2)CC1 (stereo not drawn),-1,·,0.3,·,·,1,·,-2.5,·,·
CCOC(=O)N1CCN(C(=O)C2CCN(S(=O)(=O)c3ccccc3)CC2)CC1,-6,3,·,0,1.6,0,-11,-0.6,6,-3
Cc1ccc(-n2c(SCC(=O)N(C)C3CCS(=O)(=O)C3)nc3ccccc3c2=O)cc1 (stereo not drawn),5,-1,1.7,-19,-0.5,-5,2,i,22,0
Cc1c(NC2=NC3(CCCCC3)Cc3ccccc32)c(=O)n(-c2ccccc2)n1C,1,1,·,-12,-0.5,-4,4,-0.1,-9,0
Clc1ccc(CSc2cc3c(nn2)-c2ccccc2CC3)cc1Cl,8,-4,·,-10,-0.5,-2,-4,-0.9,2,-1
COC(=O)c1c(NC(C)=O)sc(C(=O)Nc2ccccc2)c1C,-3,-7,·,12,1.1,0,-10,-0.9,4,3
CCN(C(=S)NC(=O)c1ccccc1Br)C1CCCCC1,-1,-14,·,-1,0.4,-2,0,-0.6,-2,-1
COc1ccc(NC(=O)CN(c2ccccc2)S(=O)(=O)N(C)C)cc1OC,4,-2,·,6,0.4,1,-14,-0.8,-8,5
C=CCn1c(C(CC(C)C)CC(C)O)n[nH]c1=S (stereo not drawn),0,-3,0.1,9,0.7,1,-18,i,-10,5
CCOC(=O)C(C)Sc1nc(-c2ccco2)cc(C(F)(F)F)c1C#N (stereo not drawn),-4,-5,·,-2,0.6,4,3,i,-7,-2
Cc1ccc(NC(=O)CCC(=O)OC(C)C(=O)c2ccccc2)cc1 (stereo not drawn),3,5,-2.6,6,-0.7,4,-8,i,18,4
Cc1cc(C)cc(C(=O)OCC(=O)NCC(F)(F)F)c1,-10,5,1.9,4,0.0,-1,-12,-0.3,-11,-12
O=C(NCc1ccc(Cl)cc1)C1CCCN1C(=O)Nc1ccccc1 (stereo not drawn),0,4,-8.6,-1,-1.7,9,-3,-1.6,-2,-5
CCCc1cc(=O)[nH]c(SCC(=O)Nc2cccc(S(=O)(=O)N3CCOCC3)c2)n1,-2,-3,-3.6,-3,0.3,-9,-8,-0.6,·,·
COc1cccc(N/C(SC)=C(/C#N)C(=O)NCc2cccs2)c1,42,-2,-0.5,1,4.4,-4,-2,-1.4,16,-1
Cc1ccc(-n2nc3c(c2NC(=O)CC(C)C)CS(=O)(=O)C3)cc1,2,-1,0.3,7,-1.3,3,-5,0.5,-2,-2
COc1ccc(NC(=O)COn2nnc3ccc(Cl)cc32)cc1OC,16,-10,1.2,1,2.9,0,4,-0.4,-1,-3
CCCn1c(CCNc2nc(-c3cccc(Br)c3)cs2)nc2ccccc21,4,·,-2.5,-6,0.5,-1,-3,1.4,·,·
CCn1c(-c2csc3c2CCC(C)C3)n[nH]c1=S (stereo not drawn),3,-8,1.9,6,4.4,-2,-1,0.0,12,3
CCC(C)C(=O)Nc1cc(C(=O)OC)cc(C(=O)OC)c1 (stereo not drawn),-15,5,1.1,-1,-0.6,-7,-14,1.9,19,3
CC(C)CNC(=O)COC(=O)c1ccc2c(c1)C(=O)N(Cc1ccco1)C2=O,0,-3,1.8,-21,-0.5,4,-5,-0.1,2,-7
CCc1ccc(NC(=O)CN2C(=O)CC(C)S(=O)(=O)c3ccccc32)cc1 (stereo not drawn),0,-9,-6.4,11,-1.1,3,-1,-3.7,-4,0
O=C(NC1CCCCCCC1)c1cc(F)c(F)cc1Cl,-3,-5,1.2,10,2.8,1,-19,i,17,3
CCOc1ccc(N(CC(=O)Nc2c(C)n(C)n(-c3ccccc3)c2=O)S(=O)(=O)c2ccccc2)cc1,13,5,0.8,4,0.9,-15,-8,-1.0,26,6
COc1ccc2c(c1)c(C(=O)N/N=C/c1cccc(Br)c1)c(C)n2C,2,-2,3.0,3,0.5,-5,i,i,35,5
Cc1c(NC(=O)Nc2ccc(Cl)cc2Cl)c(=O)n(-c2ccccc2)n1C,3,14,1.3,8,-1.3,-4,-3,i,7,1
CC(O)CNc1nc2c(c(=O)n(C)c(=O)n2C)n1Cc1cccc(C(F)(F)F)c1 (stereo not drawn),-10,5,·,0,-0.5,-8,5,-0.3,-2,3
C#CCOCCOCCOCCNc1nc(N2CCN(C(=O)[C@H](CO)n3cc([C@@H](N)C(C)C)nn3)CC2)nc(N2CCN(C(=O)[C@H](CCC(=O)O)n3cc([C@@H](N)[C@H](C)CC)nn3)CC2)n1,10,6,-0.5,-2,0.5,-7,-9,i,·,·
CCOC(=O)c1c(NC(=O)c2nc3n(n2)C(C(F)F)CC(C)N3)sc2c1CCCC2 (stereo not drawn),8,-10,0.5,-7,-0.1,-4,-8,1.1,26,5
Nc1nnc(-c2ccccc2)c(-c2ccccc2)n1,15,-4,·,5,-0.8,-1,9,0.2,-11,3
Cc1nnc(-c2ccccc2)nc1N1CCOCC1,-3,-6,·,-11,4.8,0,-9,i,-4,0
CC(C)[C@H](NC(=O)N1c2ccccc2NC(=O)[C@@H]1C(C)C)C(=O)N[C@@H](C(=O)O)c1ccccc1,-1,0,0.2,3,0.8,-8,-3,-0.5,37,2
CC/C(=N\NC(=O)Cc1ccc(Br)cc1)c1cccs1,4,·,1.4,-2,-0.3,2,·,i,50*,0
COc1ccccc1N(C)S(=O)(=O)c1ccc(C(=O)O)cc1,1,-13,-0.4,2,-0.1,3,-10,2.4,22,1
CC1CCN(C(=S)Nc2ccc3nc4n(c(=O)c3c2)CCCCC4)CC1,0,-11,·,-2,-0.6,1,-4,i,0,1
Cc1ccc(C(=O)OCC(=O)Nc2sc3c(c2C#N)CCCC3)cc1NC(=O)c1ccco1,21,-70,·,2,0.5,-6,6,-0.4,15,-1
CC1CCN(c2ccc3c(c2)S(=O)(=O)c2cccc(C(=O)NCc4ccc(F)cc4)c2C3=O)CC1,39,-1,1.1,+,-0.8,3,-5,-0.3,·,·
Fc1ccc(-c2nnc(SCc3ncc(-c4ccccc4)o3)n2CC2CCCO2)cc1 (stereo not drawn),15,2,·,3,-1.1,-4,-8,-0.6,19,-3
C#CCOCCOCCOCCNc1nc(N2CCN(C(=O)[C@H](CCCN=C(N)N)n3cc(C(N)[C@H](C)CC)nn3)CC2)nc(N2CCN(C(=O)[C@H](CC(N)=O)n3cc(C(N)[C@@H](C)CC)nn3)CC2)n1 (stereo partly drawn),-23,4,-0.1,22,0.8,-2,17,i,·,·
CC1CCCC(NC(=O)COC(=O)[C@@H]2CC(O)CN2S(=O)(=O)c2ccc3c(c2)OCCO3)C1C (stereo partly drawn),22,2,0.3,-2,0.1,3,-13,-0.6,47,0
Cc1cc(-c2ccccc2)n2ncc(C#N)c2n1,-5,0,0.4,9,4.2,12,-1,·,8,-3

# (continued)
SMILES,Yp Topo-I inh,Rv3671c protease,TcdB inh,MazEF act,PfHsp40 rescue,Anthrax LF inh2,PriA SSB inh,BH1578 lux ind,VHR inh abs,SARS 3CLpro inh
Cc1cc(NC(=O)CCC(=O)N(C(C(=O)NC(C)(C)C)c2ccccc2Cl)C(C)(C)C)no1 (stereo not drawn),16,5,1.5,-20,-0.6,-2,-1,-0.4,17,-9
O=C(CSc1nc2ccccc2n1-c1ccccc1)NCC1CCCO1 (stereo not drawn),14,0,·,4,1.1,2,5,0.7,21,0
COc1ccc(NC(=O)CS(=O)(=O)c2ccccc2)cc1,18,-7,0.2,9,-0.7,2,-4,i,9,1
CCCCn1c(N)c(N(CCOC)C(=O)c2cc3c(s2)CCCCC3)c(=O)[nH]c1=O,-1,5,2.4,-4,-1.1,-2,6,i,·,·
Cc1ccc(C(=O)OCC(=O)NC(=O)c2cccn2C)cc1,-2,-10,-0.7,-2,0.4,-1,-2,-0.3,15,-4
O=C1N(Cc2ccccc2)CCCC12CCCN(Cc1ccccc1)C2=O,12,8,·,4,-0.2,1,12,i,-1,-1

# An excerpt from above in order of molecular weight, lowest first.
SMILES,Yp Topo-I inh,Rv3671c protease,TcdB inh,MazEF act,PfHsp40 rescue,Anthrax LF inh2,PriA SSB inh,BH1578 lux ind,VHR inh abs,SARS 3CLpro inh
Cc1cc(-c2ccccc2)n2ncc(C#N)c2n1,-5,0,0.4,9,4.2,12,-1,·,8,-3
Cc1ccc(C(=O)OCC(=O)NC(=O)c2cccn2C)cc1,-2,-10,-0.7,-2,0.4,-1,-2,-0.3,15,-4
O=C(CSc1nc2ccccc2n1-c1ccccc1)NCC1CCCO1 (stereo not drawn),14,0,·,4,1.1,2,5,0.7,21,0
Cc1cc(NC(=O)CCC(=O)N(C(C(=O)NC(C)(C)C)c2ccccc2Cl)C(C)(C)C)no1 (stereo not drawn),16,5,1.5,-20,-0.6,-2,-1,-0.4,17,-9
CC1CCCC(NC(=O)COC(=O)[C@@H]2CC(O)CN2S(=O)(=O)c2ccc3c(c2)OCCO3)C1C (stereo partly drawn),22,2,0.3,-2,0.1,3,-13,-0.6,47,0
